Assay outcomes as filed in PubChem.
HMGR II inh – blocks class II HMG-CoA reductase of Enterococcus faecalis; purified E. faecalis HMGR, NADPH absorbance 340 nm kinetic; inhibition, % at 10 µM; 0.41% of 190,000 active; AID 1066;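 active = inhibition above a set limit, the median over all tested compounds plus 3 SD, cut at about 9.5% in these data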;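 note: enzyme runs in reverse so mevalonate oxidation gives rising NADPH absorbance; 0% = complete reaction with DMSO and 100% = background rate lacking mevalonate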
STAT1 activator – activators of IFN-gamma induced STAT1 signaling | activation (% of control), % at 5.5 µM | NIH 3T3 STAT1-luciferase reporter, luminescence; 100% = IFN-gamma alone, no compound | AID 932 | 2.6% of 200,000 active;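 active = activation above the screen-wide mean activation plus 3 SD, cut at about 130% in these data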;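 note: raw ratio to IFN-gamma control signal so 100% means no change and 0% no light; values of inactives mirror those of a sister screen read the other way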
STAT3 inh – reduces IL-6 driven STAT3 reporter signal | U3A cells, IL-6 STAT3-luciferase reporter, luminescence; host cell line lacks STAT1 | inhibition, % at 5.5 µM | 0.89% of 190,000 active | AID 862;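 active = inhibition above the mean inhibition across all screened compounds plus 3 SD, cut at about 44% in these data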;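 note: 0% = DMSO only wells and 100% = 100 µM nifuroxazide control wells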
Hsp70 activator – transcriptional activators of Hsp70. HeLa Hsp70 promoter luciferase reporter, luminescence; scaled: vehicle 0, proteasome-inhibitor control 100%. activation, % at 10 µM. 0.04% of 200,000 active. AID 1203;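 active = activation above the mean across all tested compounds plus 3 SD, cutoff set per campaign, cut at about 5.5% in these data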;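 note: 100% = MG132 at 30 µM as the positive control and 0% = DMSO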
APP 5'UTR act – activates APP 5'UTR luciferase reporter; AID 1276; 1% of 190,000 active; activation, % at 2 µM; SH-SY5Y APP 5'UTR luciferase reporter, luminescence; zero percent = DMSO vehicle wells;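 active = activation above a set limit, based on mean plus 3 SD of controls, cut at about 140% in these data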; note: values of inactives mirror those of a sister screen read the other way
TLR4-MyD88 BLA – inhibitors of human TLR4-MyD88 binding. inhibition, % at 8.4 µM. AID 861. 0.18% of 200,000 active. HeLa CL3-4 TLR4/MyD88 BLA complementation, FRET ratio; in the data active = inhibition above about 25%;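 note: 0% = vehicle and 100% = reference inhibitor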
Target sequence (O00206 whole entry, looked up): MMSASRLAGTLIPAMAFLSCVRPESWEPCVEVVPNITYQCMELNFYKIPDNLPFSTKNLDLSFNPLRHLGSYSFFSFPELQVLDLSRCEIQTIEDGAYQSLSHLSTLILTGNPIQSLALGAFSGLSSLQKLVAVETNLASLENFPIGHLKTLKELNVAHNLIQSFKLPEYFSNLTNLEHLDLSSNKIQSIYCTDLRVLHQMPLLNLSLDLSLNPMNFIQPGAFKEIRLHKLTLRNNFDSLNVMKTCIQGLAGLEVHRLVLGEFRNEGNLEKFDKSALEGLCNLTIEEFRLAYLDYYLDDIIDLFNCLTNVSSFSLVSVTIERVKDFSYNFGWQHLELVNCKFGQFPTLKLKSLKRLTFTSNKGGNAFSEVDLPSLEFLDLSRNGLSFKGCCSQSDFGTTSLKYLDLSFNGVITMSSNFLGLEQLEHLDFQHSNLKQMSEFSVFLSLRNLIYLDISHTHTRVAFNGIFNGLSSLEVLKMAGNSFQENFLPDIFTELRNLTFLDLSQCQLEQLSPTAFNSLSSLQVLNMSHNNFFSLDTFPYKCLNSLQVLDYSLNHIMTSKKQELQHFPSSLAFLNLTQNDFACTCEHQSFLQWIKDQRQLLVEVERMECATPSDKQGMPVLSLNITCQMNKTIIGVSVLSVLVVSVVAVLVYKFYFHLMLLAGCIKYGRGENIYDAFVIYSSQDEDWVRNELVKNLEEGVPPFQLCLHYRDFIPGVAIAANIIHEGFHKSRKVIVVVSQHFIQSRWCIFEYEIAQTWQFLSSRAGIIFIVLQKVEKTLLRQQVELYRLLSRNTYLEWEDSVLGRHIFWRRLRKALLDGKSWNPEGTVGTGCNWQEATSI
Target sequence (Q99836 whole entry, looked up): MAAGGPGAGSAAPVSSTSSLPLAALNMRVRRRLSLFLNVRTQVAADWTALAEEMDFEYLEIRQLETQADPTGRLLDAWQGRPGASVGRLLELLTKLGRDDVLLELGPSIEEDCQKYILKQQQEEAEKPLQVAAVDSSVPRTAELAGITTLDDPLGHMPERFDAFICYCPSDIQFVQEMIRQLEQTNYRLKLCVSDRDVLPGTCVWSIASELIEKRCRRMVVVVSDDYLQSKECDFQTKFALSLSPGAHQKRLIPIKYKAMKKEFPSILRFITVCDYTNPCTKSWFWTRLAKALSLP
NF-kB neuron act – raises NF-kB expression in human neuronal cells. NF-kB reporter expression; active compounds read high. fold change at 12.5 µM. 1.6% of 190,000 active; in the data active = fold change above about 3.3
DTT redox prof – compounds producing H2O2 with reducing agent – biochemical, NIH compound library profiling, artefact control for MLSCN library redox annotation, primary screen; activation, % at 10 µM; 0.03% of 200,000 active; DTT-dependent redox cycling H2O2, phenol red/HRP absorbance; 100% = 100 µM peroxide control, 0% = buffer; AID 878;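 active = activation of at least 50% relative to the plate's high and low controls in the primary single-dose screen; inactive = activation below 50%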;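 note: compound incubated with DTT at 0.8 mM final as the reducing agent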
STAT3 act – activators of IL-6 induced STAT3 signaling; U3A cells, IL-6 STAT3-luciferase reporter, luminescence; 100% = signal with IL-6 EC80 alone; activation (% of control), % at 5.6 µM; 0.91% of 190,000 active; AID 871;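 active = activation above the screen-wide mean of compound activation plus 3 SD, cut at about 130% in these data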;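 note: 0% = background luminescence of wells with medium and substrate only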
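Test system: STAT3-luciferase reporter U3A cells; Detection: reporter luminescence signal; Times: 1 h compound pre-exposure, 6 h IL-6 stimulation, 37 °C; Benchmarks: IL-6-only high control; Also added: IL-6 stimulus at 33 ng/mL final.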
STAT1 inh – reduces IFN-gamma driven STAT1 reporter signal; NIH 3T3 STAT1-luciferase reporter, luminescence; inhibition, % at 5.5 µM; 0.35% of 200,000 active; AID 920;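 active = inhibition above a set limit, the mean inhibition across all tested compounds plus 3 SD, cut at about 34% in these data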;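 note: 0% = IFN-gamma with DMSO and 100% = IFN-gamma with 300 µM nifuroxazide; values of inactives mirror those of a sister screen read the other way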
The depositor's hits bear a star; · = no result given.

SMILES	HMGR II inh	STAT1 activator	STAT3 inh	Hsp70 activator	APP 5'UTR act	TLR4-MyD88 BLA	NF-kB neuron act	DTT redox prof	STAT3 act	STAT1 inh
CCOC(=O)CCC(=O)O[C@H]1[C@H](O[C@@H]2[C@@H](C)[C@H](O[C@H]3C[C@@](C)(OC)[C@@H](O)[C@H](C)O3)[C@@H](C)C(=O)O[C@H](CC)[C@@](C)(O)[C@H](O)[C@@H](C)C(=O)[C@H](C)C[C@@]2(C)O)O[C@H](C)C[C@@H]1N(C)C	·	98.1	16.5	-0.2	4.3	-15.7	1.14	0.3	87.5	2.1
Cc1ccc(C)c(-n2nnnc2Sc2nnnn2-c2ccccc2)c1	3.6	72.8	-1.4	-0.3	-16.8	6.9	0.5	0.4	104.8	29.7
COc1ccccc1NC(=S)NCc1ccc(S(N)(=O)=O)cc1	-4.7	91.5	-0.7	-0.2	9.8	5.3	1.03	0.5	102.5	9.5
O=C(CCNC(=O)c1ccc(Cl)cc1)Nc1ccc(Cl)cc1F	0.0	107.0	5.2	-0.1	·	6.4	1.09	0.0	95.8	-7.8
CSc1ccccc1NC(=O)CSCc1ccc(C)cc1	2.2	99.7	17.0	-0.1	-9.8	-2.1	1.04	-6.5	89.9	0.4
CCOC(=O)Cn1c2ccccc2c2nc3ccccc3nc21	-1.7	100.3	0.9	-0.2	12.3	2.1	1.2	-0.2	102.8	-0.3
Cc1ccc(C)c(S(=O)(=O)N/N=C/c2cccnc2)c1	-6.8	98.1	-7.8	-0.2	-15.2	-1.2	1.28	-0.1	106.5	2.2
O=C1OC(/C(=C\Nc2cc(Cl)ccc2O)[N+](=O)[O-])c2ccccc21 (configuration not stated)	0.0	105.3	3.1	0.4	43.2	-4.6	1.09	-2.6	103.3	-7.2
Cc1c(Cl)cccc1NC(=S)Nc1ccccn1	-1.8	111.6	-24.1	-0.1	30.7	-4.8	1.05	1.3	127.5	-15.0
Cc1cccc(NC2=CC(=O)OC(C)C2)c1 (configuration not stated)	-2.6	97.6	5.7	-0.1	-4.4	8.8	1.36	1.6	98.1	2.6
O=c1cnnc(NCc2ccccc2)[nH]1	-6.1	98.7	1.9	-0.1	6.4	4.6	1.37	2.5	102.1	1.4
Cc1ccc(N(CC(N)=O)C2SC(=O)N(Cc3ccccc3)C2=O)cc1 (configuration not stated)	-6.2	99.5	6.5	-0.1	12.9	0.2	1.23	-0.1	98.8	0.6
O=C1CCCCCN1Cc1nnc(SCc2nc3ccccc3s2)n1-c1ccccn1	-3.9	127.2	-39.1	0.2	85.6	-2.7	1.07	-0.1	139.8*	-28.4
CCOc1ccc(CCNC(=O)C2CCN(S(=O)(=O)CC)CC2)cc1OCC	1.0	98.8	6.8	-0.3	·	-3.0	1.41	3.1	99.4	1.3
Cc1ccc(Cn2c(C(=O)NCCCN3CCOCC3)cc3sccc32)cc1	1.3	94.4	-16.6	-0.3	-20.9	-2.6	0.39	0.3	120.0	4.9
Cc1cc2cc(CN(Cc3ccco3)C(=O)C3CCCCC3)c(=O)[nH]c2cc1C	-1.3	96.7	4.4	-0.4	6.4	-15.3	0.96	0.1	102.7	3.6
NS(=O)(=O)c1ccc(N=Cc2ccc(Br)s2)cc1	-0.6	100.9	0.1	-0.3	4.6	-0.3	1.09	-0.4	99.1	-1.0
CC1CCN(C(=O)CCCC(=O)O)CC1	-1.0	93.5	27.2	0.0	-2.4	-0.8	1.17	-0.2	82.1	7.2
CCOc1ccc(-n2nnnc2SCC(=O)NNC(=O)c2ccco2)cc1	-3.2	95.3	17.3	0.0	-1.8	-16.0	1.15	0.0	89.4	3.1
O=C(Cn1nnc(-c2ccccc2Cl)n1)N/N=C/c1ccc2c(c1)OCO2	-4.3	100.5	4.8	0.0	12.8	-9.5	1.2	1.7	104.7	-0.5
CCN(CCCNC(=O)CCCN1C(=O)COc2ccc(C)cc21)c1cccc(C)c1	4.6	94.5	5.8	-0.3	1.6	2.0	0.69	0.6	97.2	6.0
O=C(Nc1cc(Oc2ccccc2)cc([N+](=O)[O-])c1)C12CC3CC(C1)CC(n1cnc(Cl)n1)(C3)C2	-1.7	101.6	9.3	-0.3	0.7	2.8	1.12	-3.1	98.6	-1.8
Cc1nn(-c2ccccc2)c(Cl)c1/C=N/NS(=O)(=O)c1ccc(Br)cc1	-1.1	101.2	6.8	0.1	4.7	-6.1	1.09	-0.1	101.6	-1.3
Cc1cc(=O)[nH]c(N=N/C(=N/Nc2ccccc2C)c2ccccc2)n1	-1.8	97.1	24.5	-0.1	-4.1	3.0	0.79	0.0	82.7	3.2
CC(=O)NC(CCS(C)(=O)=O)C(=O)Nc1ccc(F)cc1Cl (configuration not stated)	-3.8	100.1	1.0	-0.3	-1.1	-11.0	1.27	1.1	102.4	-0.1
CCOC(=O)N1CCC(NC(=O)C2CCCN(S(=O)(=O)c3cccc4nsnc34)C2)CC1 (configuration not stated)	-4.1	89.9	8.8	-0.2	-3.9	-10.5	1.59	-0.4	94.1	11.0
COc1ccc(C(=O)/C=C/c2ccc(OC3CSC3)cc2)cc1	-1.1	107.5	-9.1	-0.2	25.4	12.8	0.89	0.3	105.3	-8.4
CCOc1cccc2sc(N(CCN(CC)CC)C(=O)c3cccc([N+](=O)[O-])c3)nc12	-1.1	101.3	11.2	-0.1	8.3	9.9	0.95	0.1	96.9	-2.9
Cc1cc(OCC(=O)N[C@@H](Cc2ccccc2)c2nc3ccccc3[nH]2)ccc1Cl	-1.6	97.9	-2.4	-0.3	4.2	5.1	1.07	1.1	104.8	2.3
Cc1cc(C(F)(F)F)n2ncc(-c3cccc(Br)c3)c2n1	-3.0	91.5	-1.4	-0.1	18.5	-7.2	1.38	0.0	104.1	8.0
O=[N+]([O-])c1ccc2c(c1)C(N1CCOCC1)/C(=C/COc1ccc(Cl)cc1Cl)O2 (configuration not stated)	2.5	98.0	8.4	0.1	-2.2	2.4	0.88	-1.2	100.7	5.1
COc1ccc(/C=C2\OC(=S)N(C)C2=O)cc1	-8.4	101.8	20.5	-0.1	-6.6	6.3	1.35	0.2	83.9	-2.0
CCCCCC(=O)N1CCCC(c2nc(-c3ccc(OC)cc3)no2)C1 (configuration not stated)	-4.3	92.3	3.6	-0.4	26.2	0.1	0.99	1.3	99.9	8.6
Cc1ccccc1N=Nc1ccc(O)c2ncccc12	0.3	97.2	11.8	-0.3	-77.0	-1.3	0.92	0.0	88.3	3.1
CCN(C(=O)COC(=O)/C=C/c1c(C)nn(Cc2ccc(C)cc2)c1C)C1CCS(=O)(=O)C1 (configuration not stated)	3.3	103.2	-7.1	-0.4	12.4	3.7	1.09	-0.4	106.3	-2.7
O=C(Nc1ccc(Cl)c([N+](=O)[O-])c1)c1ccc(NCCCN2CCOCC2)c([N+](=O)[O-])c1	-0.6	78.5	7.9	0.1	-9.3	0.7	1.2	-4.4	97.0	23.4
O=c1c2ccccc2c(=O)n(Cc2ccccc2)n1Cc1ccccc1	-5.7	92.1	10.2	-0.2	-11.8	14.1	0.83	-0.1	92.2	8.8
N#Cc1cn(CCOC(=O)c2cccc(C(F)(F)F)c2)c(=O)[nH]c1=O	-1.8	105.8	-6.4	-0.1	-2.6	7.7	1.17	-1.7	107.3	-6.9
O=C(O)C1C2C=CC(C2)C1C(=O)NCc1ccc(Cl)c(Cl)c1 (configuration not stated)	6.0	91.1	-4.5	-0.3	1.0	-15.3	1.08	-0.1	101.6	9.9
C=CCn1c(CSc2nc3ccccc3s2)n[nH]c1=S	-0.2	99.6	-22.4	-0.3	17.6	17.3	0.98	0.5	118.7	0.4
O=C1COc2ccc(C(=O)COC(=O)c3sc4ccccc4c3Cl)cc2N1	3.1	100.8	12.4	-0.2	-11.3	0.6	1	0.0	92.5	-0.9
CC(CCc1ccccc1)NC(=O)/C=C/c1ccc(F)cc1 (configuration not stated)	-2.0	99.1	3.1	-0.4	-1.9	-9.4	1.07	-1.0	102.9	-1.1
Cc1c(NS(=O)(=O)c2ccc(Cl)c(C(=O)OCC(=O)NCc3ccco3)c2)c(=O)n(-c2ccccc2)n1C	2.2	100.7	6.6	0.0	-3.3	-15.6	1.09	0.5	101.6	-0.5
O=C(CSc1nnnn1-c1ccccc1F)Nc1nc2ccccc2s1	-7.0	107.7	-11.0	-0.2	-9.5	-10.6	0.95	0.1	107.7	-8.4
Cc1ccc(C(=O)NNc2nc3ccccc3nc2C(F)(F)F)cc1	-1.9	90.0	16.6	-0.2	6.2	12.1	0.9	-3.0	92.8	13.9
COC(=O)c1ccc(Oc2coc3cc(OCc4ccc([N+](=O)[O-])cc4)ccc3c2=O)cc1	-2.9	97.0	5.4	-0.4	4.1	-1.5	1.08	0.1	97.3	3.3
Brc1ccc(CSc2nccn2-c2ccccc2)cc1	-3.0	100.0	23.6	-0.3	-7.6	-2.5	1.18	1.7	85.2	0.0
O=C(CCC(=O)c1cccs1)Nc1nnc(C2CC2)s1	-5.7	96.7	-1.1	-0.3	6.6	7.3	1.17	-0.3	107.2	3.6
CCC(=O)n1nc(-c2ccc(OC)cc2)nc1NCc1cccs1	-2.4	105.8	1.0	-0.2	35.5	7.3	1.16	-1.9	102.3	-8.3
CC(C)CC1=NC(C(F)(F)F)(C(F)(F)F)c2c(n(CC(C)C)c(=O)[nH]c2=O)N1	2.2	98.3	1.7	-0.2	-7.4	-21.4	1.41	0.1	103.4	1.8
COc1cc(OC)cc(-c2cc3nc(C)c(CCC(=O)Nc4nc(C)cs4)c(C)n3n2)c1	-1.6	95.9	8.1	-0.3	1.0	5.8	1.33	0.9	92.9	4.5
O=C(O)c1cc2ncc(CCO)cn2n1	-7.5	99.2	2.6	-0.1	1.6	1.7	0.97	0.2	101.8	-2.4
COc1ccc(NC(=O)COC(=O)c2ccc(OCc3ccc(Cl)cc3Cl)c(OC)c2)c(OC)c1	-6.8	97.3	14.9	-0.2	8.8	0.4	1.02	1.6	83.7	2.9
CCOc1ccc(-n2cnnn2)cc1S(=O)(=O)Nc1c(C)cccc1C	-10.9	85.6	11.1	-0.2	-0.2	-6.8	1.07	-0.3	92.4	15.5
C/C(=N\OC(=O)c1ccccc1)c1cc(-c2ccc(Cl)cc2)no1	-4.5	101.5	-4.5	0.2	25.9	-2.0	1.83	-4.1	104.7	-1.7
CCOC(=O)c1ccc(Oc2nc(NC)nc(Nc3ccccc3)n2)cc1	-3.2	93.9	0.5	-0.3	1.9	-3.8	0.79	0.6	98.3	6.7

STAT3 act: entries above that show a hit.
| Structure | HMGR II inh | STAT1 activator | Hsp70 activator | APP 5'UTR act | TLR4-MyD88 BLA | NF-kB neuron act | DTT redox prof | STAT3 act | STAT1 inh |
| --- | --- | --- | --- | --- | --- | --- | --- | --- | --- |
| O=C1CCCCCN1Cc1nnc(SCc2nc3ccccc3s2)n1-c1ccccn1 | -3.9 | 127.2 | 0.2 | 85.6 | -2.7 | 1.07 | -0.1 | 139.8* | -28.4 |
